Assay outcomes (PubChem BioAssay)
FXIa inh: blocks human coagulation factor XIa protease activity; P03951; inhibition, % at 5 µM; purified FXIa, Boc-Glu-Ala-Arg-AMC fluorogenic substrate; actives 0.14% (n = 220,000); AID 798;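 active = inhibition of at least 40%; inactive = inhibition below 40%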;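 note: fluorescence of freed AMC excited at 355 nm; 0% = enzyme without compound and 100% = no enzyme blank; many of its hits are not listed in these tables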
Wee1 degr inh: inhibitors of human Wee1 degradation; P30291; HeLa Luc-Wee1K328M stability, luciferase luminescence; 100% = proteasome inhibitor MG132 effect; reporter increase, % at 5 µM; actives 1.2% (n = 220,000); AID 1321;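 active = activation above the mean of all tested compounds plus 3 SD, set per screening run, cut at about 8.8% in these data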;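 note: cells exposed to compound for 20 h before luminescence read; 0% = DMSO alone and 100% = MG132 at 30 µM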
Runt-SMMHC FRET: inhibitors of human RUNX1 Runt domain binding to CBFb-SMMHC; Cerulean-Runt/Venus-CBFb-SMMHC FRET ratio 530/480, 1 h; Q01196+Q13951; actives 0.74% (n = 220,000); inhibition, % at 20 µM;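 active = mean inhibition across duplicate retests at 20 µM reaching about 50%, limit read from the data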;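 note: 0% = DMSO wells and 100% = wells with excess untagged CBFb-SMMHC; inhibitors lower the FRET ratio by blocking Runt binding to CBFb-SMMHC; some results filed as inactive read as strong as hits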
FXIIa inh 1536: factor XIIa (human) inhibition; P00748; purified FXIIa, Boc-QGR-AMC fluorogenic substrate, 2 h; inhibition, % at 5 µM; actives 0.3% (n = 220,000); in the data active = inhibition above about 40%;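 note: 0% = enzyme with no compound and 100% = blank without enzyme; many of its hits are not listed in these tables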
thrombin 1536: blocks human thrombin protease activity; P00734; alpha-thrombin, Boc-VPR-AMC fluorogenic substrate cleavage; inhibition, % at 5 µM; actives 0.26% (n = 220,000); AID 1046;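 active = inhibition at or above 40%; inactive = inhibition below 40%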;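 note: 0% = enzyme with no compound and 100% = wells without enzyme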
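Assay system: human alpha-thrombin enzyme. Reagent: Boc-VPR-AMC substrate, 15 µM final. Compound dosing: one concentration per compound, 5 µM, with 0.2% DMSO. Incubation: room-temperature reaction. Technique: AMC fluorescence, 355/460 nm. Measure: % inhibition relative to enzyme controls and enzyme-free blanks.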
Hck Nef HTS: blocks Nef-activated human Hck kinase; Recombinant Hck-YEEI plus Nef, Z-Lyte FRET kinase assay; actives 0.68% (n = 220,000); inhibition, % at 20 µM; AID 463187; P08631;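 active = Hck-Nef kinase inhibition above about 50%, limit read from the data; inactive = inhibition below that limit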;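 note: 0% = DMSO with Hck plus Nef and 100% = Hck alone without Nef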
Target sequence (P08631 whole entry, looked up): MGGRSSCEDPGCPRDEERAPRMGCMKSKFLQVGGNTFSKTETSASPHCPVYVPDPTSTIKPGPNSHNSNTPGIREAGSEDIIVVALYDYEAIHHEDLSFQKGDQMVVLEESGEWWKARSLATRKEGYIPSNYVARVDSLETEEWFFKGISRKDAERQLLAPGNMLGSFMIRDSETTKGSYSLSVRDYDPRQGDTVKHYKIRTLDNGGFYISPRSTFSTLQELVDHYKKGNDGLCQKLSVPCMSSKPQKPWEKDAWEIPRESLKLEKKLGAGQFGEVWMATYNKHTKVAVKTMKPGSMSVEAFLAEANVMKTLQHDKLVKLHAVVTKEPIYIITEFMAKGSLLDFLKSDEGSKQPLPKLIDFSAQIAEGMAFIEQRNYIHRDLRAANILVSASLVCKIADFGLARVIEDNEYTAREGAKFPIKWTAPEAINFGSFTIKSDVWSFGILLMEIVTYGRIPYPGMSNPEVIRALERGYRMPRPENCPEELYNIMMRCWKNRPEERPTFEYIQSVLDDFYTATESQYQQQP
KLK5 inh: inhibitors of human kallikrein 5. recombinant hK5, fluorogenic AMC substrate cleavage. inhibition, % at 5 µM. actives 0.59% (n = 210,000);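 active = inhibition of 40% or more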;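 note: 0% = enzyme controls without compound and 100% = no-enzyme blanks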
Target sequence (Q9Y337 67-293 limits assumed): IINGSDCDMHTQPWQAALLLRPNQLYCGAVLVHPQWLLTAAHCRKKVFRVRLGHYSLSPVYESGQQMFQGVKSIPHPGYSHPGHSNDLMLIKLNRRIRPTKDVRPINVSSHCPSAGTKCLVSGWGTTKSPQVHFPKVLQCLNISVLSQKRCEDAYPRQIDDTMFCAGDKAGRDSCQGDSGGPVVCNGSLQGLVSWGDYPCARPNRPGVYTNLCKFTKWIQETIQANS
Runt-CBFb FRET: inhibitors of human RUNX1 Runt domain binding to CBFb. inhibition, % at 20 µM. Q01196+Q13951. actives 0.46% (n = 220,000). AID 1496. Cerulean-Runt/Venus-CBFb FRET ratio 530/480, 1 h;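 active = inhibition over about 50% at 20 µM in the single-dose screen, limit read from the data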;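 note: 0% = DMSO wells and 100% = excess unlabeled CBFb competitor control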
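Schedule: protein complex preformed 1 h, compound exposure 1 h, room temperature, dark; test system: Cerulean-labeled Runt domain protein; amount: 100 nM per protein; buffer or medium: Tris 50 mM pH 7.5, KCl, K2SO4, 0.01% BSA; read-out: loss of energy transfer signal; detection: FRET fluorescence; controls: 5 µM unlabeled CBFb as full-inhibition high control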
14-3-3 Bad inh: disrupts binding of bovine 14-3-3 zeta to phospho-Bad peptide. AID 781. actives 0.71% (n = 220,000). inhibition, % at 21.7 µM. TR-FRET 14-3-3zeta/Dy647-pBad peptide displacement, 1 h;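 active = inhibition above about 70%, limit read from the data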;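 note: 0% = full 14-3-3 plus peptide FRET controls and 100% = background without 14-3-3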
Target sequence (P63103 whole entry, looked up): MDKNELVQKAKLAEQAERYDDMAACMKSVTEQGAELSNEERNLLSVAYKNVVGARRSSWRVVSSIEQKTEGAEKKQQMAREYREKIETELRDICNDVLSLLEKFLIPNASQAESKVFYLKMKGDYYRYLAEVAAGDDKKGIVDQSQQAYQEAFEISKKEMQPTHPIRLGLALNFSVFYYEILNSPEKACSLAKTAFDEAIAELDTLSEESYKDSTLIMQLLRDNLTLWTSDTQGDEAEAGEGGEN
* = called active by the depositor; . = no result given; & = joins results of further samples; [ ] = dose if it differs, or a comment. Not a hit list; any-hit rate near 4.2%.

Runt-CBFb FRET,Runt-SMMHC FRET,Hck Nef HTS,KLK5 inh,FXIa inh,thrombin 1536,14-3-3 Bad inh,Wee1 degr inh,FXIIa inh 1536,SMILES
0,6,9,-25,-16,-2,0,-1,1,COc1ccccc1C(=O)N1CCN(CCc2ccccc2)CC1
-8,-6,46,-2,-1,-8,-3,.,7,COc1ccc(C(=O)N2CC3(CC(c4cccc(NC(=O)CC(c5ccccc5)c5ccccc5)c4)=NO3)C[C@H]2C(N)=O)cc1 (stereo partly drawn)
-3,-5,1,0,7,-3,-7,-3,-6,O=C(CSCc1ccccc1)Nc1cccc(C(=O)Nc2ccccc2C(=O)O)c1
-1,2,0,-24,16,1,1,-4,6,Nc1cc(-c2ccccc2)nn1Cc1ccc(Cl)cc1
1,-4,16,-11,-6,-15,-6,-4,-2,Cn1cc(-c2cccc(Cl)c2)cc(C#N)c1=O
-1,-2,24,-7,-2,-7,-4,13*,-7,O=S(=O)(c1ccc(N2CCCCCC2)nc1)N1CCCC1
2,-3,1,-2,10,10,1,8.8*,6,Cc1ccc(N=C2NC(=O)c3cccc([N+](=O)[O-])c32)cc1
0,35,-6,-8,10,-3,5,-3,13,CCc1cc2c(NC(Cc3c[nH]c4ccccc34)C(=O)O)nc(C)nc2s1 (stereo not drawn)
1,2,-13,-1,3,-3,-9,3,7,CCc1[nH]nc2c1C(C1C=CCCC1)C(C#N)=C(N)O2 (stereo not drawn)
-1,1,2,10,-11,8,8,0,19,Cc1ccc(S(=O)(=O)N2CCCC(c3nnc4n3-c3ccccc3SC4)C2)cc1 (stereo not drawn)
-2,-10,1,-16,-5,-5,-9[fluorescence artefact?],1,4,O=C(c1cncc(Br)c1)N1CCN(c2ccc([N+](=O)[O-])cc2)CC1
1,1,-1,-19,-1,3,3,-3,-5,CC(=O)Nc1ccc(S(=O)(=O)Nc2ccc(N3CCOCC3)c(F)c2)cc1
12,19,-10,-1,0,-1,1,3,6,COC(=O)C(C)SC1=N/C(=C/c2ccc(-n3cncn3)cc2)C(=O)N1 (stereo not drawn)
-3,9,75*,-18,-1,5,2,-1,10,Cc1ccc(N(C(=O)c2snc(C(N)=O)c2N)C(C(=O)NCCC(C)C)c2ccco2)cc1 (stereo not drawn)
1,6,14,4,-1,-6,-13,-2,-15,O=S(=O)(c1cccc(-c2csc(-c3ccccc3)n2)c1)N1CCOCC1
1,-2,-3,38,-12,-4,-6,-1,2,O=C1CC(C(F)(F)F)=NN1
-3,4,1,-9,-5,-7,-17,0,4,O=C(NCCCn1ccnc1)C(=O)NCc1ccccc1
-1,3,2,-3,7,2,-4,3,15,CC(C)C(OC(=O)C1CCCO1)C(=O)NC1CCCC1 (stereo not drawn)
1,-5,9,2,6,-2,2,18*,9,Cc1ccc(S(=O)(=O)N2CCCCC2)cc1C(=O)Nc1cccnc1
-2,0,9,-1,7,4,-11[fluorescence artefact?],-1,14,Cc1ccc(OCCNS(=O)(=O)c2ccc(N3CCCC3=O)cc2)cc1
-7,3,2,-18,4,-4,0,-1,13,CCOC(=O)N1CCN(C(=O)/C(=C/c2ccc(Br)cc2)NC(=O)c2ccc(OC)cc2)CC1
5,-2,28,2,-2,3,8,0,17,Cc1c(OCC(=O)NC(Cc2c[nH]c3ccc(O)cc23)C(=O)O)ccc2c3c(c(=O)oc12)CCC3 (stereo not drawn)
1,-7,2,-8,-6,-4,-3,4,4,Cc1cc(C(=O)NNc2ccc(Cl)cc2)no1
-1,3,21,3,-2,-5,-10,0,10,COc1ccccc1C(C)N(C)Cc1nc(COc2ccccc2)no1 (stereo not drawn)
.,.,20,-4,1,-16,33,0,7,Cc1cc(C)nc(N(C#N)Cc2ccc([N+](=O)[O-])cc2)n1
2,-5,24,2,-2,-2,5,-1,1,O=C(NC1CCCC1)c1cc2nc(-c3ccccc3)cc(-c3ccccc3)n2n1
2,-3,25,-3,-5,-11,2,1,1,CC12CCC(C/C1=N/NC(=O)Nc1ccccc1)C2(C)C (stereo not drawn)
1,-6,0,6,3,7,-16[fluorescence artefact?],1,19,COc1ccc(OC)c(N=CC2=C(O)CC(C)(C)CC2=O)c1
-3,0,1,2,10,7,15[fluorescence artefact?],0,9,COc1ccc(-c2nnc(Nc3ccc(OC)c(C(=O)N4CCCCC4)c3)c3ccccc23)cc1
2,1,21,4,1,-3,3,2,10,COc1cc(OC)c2c(c1)OC(c1ccc(OC)c(OC)c1)C(O)C2=O (stereo not drawn)

An excerpt of the results above:
Runt-CBFb FRET,Runt-SMMHC FRET,Hck Nef HTS,KLK5 inh,FXIa inh,thrombin 1536,14-3-3 Bad inh,Wee1 degr inh,FXIIa inh 1536,SMILES
2,-3,25,-3,-5,-11,2,1,1,CC12CCC(C/C1=N/NC(=O)Nc1ccccc1)C2(C)C (stereo not drawn)
1,-6,0,6,3,7,-16[fluorescence artefact?],1,19,COc1ccc(OC)c(N=CC2=C(O)CC(C)(C)CC2=O)c1
-3,0,1,2,10,7,15[fluorescence artefact?],0,9,COc1ccc(-c2nnc(Nc3ccc(OC)c(C(=O)N4CCCCC4)c3)c3ccccc23)cc1
2,1,21,4,1,-3,3,2,10,COc1cc(OC)c2c(c1)OC(c1ccc(OC)c(OC)c1)C(O)C2=O (stereo not drawn)

Next compounds:
Runt-CBFb FRET,Runt-SMMHC FRET,Hck Nef HTS,KLK5 inh,FXIa inh,thrombin 1536,14-3-3 Bad inh,Wee1 degr inh,FXIIa inh 1536,SMILES
4,-2,-2,-5,0,-7,-3,0,3,O=C1CCCC/C1=N\Nc1ccc(OCc2ccccc2)cc1
1,0,34,2,5,7,-3,.,9,Cc1ccc(C2(COC(=O)C(C)C)CO2)c(OC(=O)C(C)C)c1 (stereo not drawn)
-2,-8,-1,-6,-1,3,-6[fluorescence artefact?],4,14,COc1ccc(NS(=O)(=O)c2ccc(OC)c3ccccc23)cn1
1,-2,1,-2,1,-2,-4,-1,8,NNC(=O)c1ncoc1-c1ccc(Cl)cc1
2,0,-1,9,-7,-8,-1,1,7,CC(C)[C@H](NC(=O)c1ccccc1)C(=O)OCC(=O)Nc1ccc2c(c1)OCCO2
0,3,-4,-9,2,1,-1,-1,6,COC(=O)c1ccccc1Nc1cc(C)nc2nc(C)nn12
0,-4,20,-4,-2,-4,1,0,-1,COC(=O)c1sccc1NC(=O)CC1C(=O)NCCN1C(=O)c1ccccc1 (stereo not drawn)
0,3,0,-13,2,19,3,2,21,CC1(C)CN(c2ccccc2)N(C(=O)c2ccc(C#N)cc2)C1=O
1,-4,0,-4,0,-6,20,7,3,O=C(O)C1C(C(=O)O)C1(c1ccccc1)c1ccccc1 (stereo not drawn)
-4,2,1,-7,3,-4,-4,0,2,CCc1cccc(NC(=O)Cc2ccc(OC)c(OC)c2)c1
0,4,1,-2,-5,-5,-14,-1,5,O=C(COc1cccc(Oc2ccccc2)c1)Nc1ncccn1
0,-4,0,-1,23,5,29,1,29,COc1cc(C(C)=O)ccc1OCC(O)CNCC1(N2CCCCC2)CCCCC1 (stereo not drawn)
-1,-10,1,.,2,1,22,1,8,Cc1cccc(NC(=O)c2ccc(NC(C)c3ccccc3)c([N+](=O)[O-])c2)n1 (stereo not drawn)
-2,-11,-14,4,-2,-1,2,-1,12,O=c1c2ccccc2nc(CSc2ncnc3nc[nH]c23)n1-c1cccc(C(F)(F)F)c1
1,-2,0,-8,-4,-5,1[fluorescence artefact?],3,8,O=C(NCCc1c[nH]c2ccccc12)c1cnc2sccn2c1=O
-3,-4,4,-6,-5,-3,-1,1,7,COc1ccc(C2c3c(-c4ccccc4O)n[nH]c3C(=O)N2CCc2ccc(OC)c(OC)c2)cc1 (stereo not drawn)
1,-1,-1,-11,-15,-3,-2,3,4,O=C(COc1ccc(S(=O)(=O)N2CCOCC2)cc1)Nc1ccc2c(c1)OCCO2
-2,-2,18,2,2,-15,18,0,4,CC(C)CCNCC(=O)NC(c1ccccc1)c1ccccc1
-2,5,1,-2,7,-13,1,0,10,CCCCn1c(=O)c(F)cn(Cc2ccc(OC)c([N+](=O)[O-])c2)c1=O
1,-1,13,-1,8,-2,-2,-1,5,CC(=O)N1CCOCCOCCOCC1
-2&1,2&0,2&0,0&8,3&-3,1&0,-19&52,-2&2,13&10,Fc1ccc(SCCc2ccncc2)cc1
-3,-2,4,6,4,-19,3,1,-7,CCOC(=O)Cn1cc(C(=O)c2cccs2)c2ccccc21
0,-2,1,4,-1,1,2,-1,-13,O=P(Cc1ccccn1)(c1ccccc1)c1ccccc1
3,-7,1,-1,3,0,10,1,13,CC1CCc2nc(NC(=O)C3CC3)sc2C1 (stereo not drawn)
2,-1,2,1,6,-5,4,-1,11,CCn1c(O)c(N=NC(=O)CNC(=O)c2ccco2)c2ccccc21
2,-9,3,-30,-15,1,2[fluorescence artefact?],1,7,O=S(=O)(Nc1cccnc1)c1cccs1
1,-6,10,-12,3,-6,-4[fluorescence artefact?],-2,7,CCn1cc(C(=O)Nc2ccc(C)c([N+](=O)[O-])c2)cn1
0,0,-10,-11,0,-4,8[fluorescence artefact?],2,-12,Cc1nc(CNS(=O)(=O)c2ccc(Oc3ccccc3)cc2)cs1
-3,0,2,-4,0,-4,-3,0,18,COc1cc(C)ccc1OCCOCCOc1ccccc1Br
-1,1,-3,1,3,-3,-3,1,11,Cc1cc(OCC(=O)NC(C)C)ccc1Cl
-2,-1,0,2,-1,-8,4[fluorescence artefact?],3,5,CCOC(=O)C(C)Sc1ncnc2c1c(-c1ccccc1)cn2-c1ccc(OC)cc1 (stereo not drawn)
3,7,2,-18,6,-8,4,7,6,Cc1ccc(S(=O)(=O)NC2c3cccc4cccc(c34)C2Sc2nc(C)cc(C)n2)cc1 (stereo not drawn)
-1,-3,1,2,0,-5,10[fluorescence artefact?],1,6,Cc1cc(C)cc(NC(=O)/C=C/c2ccc([N+](=O)[O-])s2)c1
0,2,13,14,9,5,2,0,16,OCCC1CN(CCCn2cccn2)CCN1Cc1ccccc1 (stereo not drawn)
-2,-1,1,-9,17,-1,7[fluorescence artefact?],0,20,NCC12CC3CC(C1)CC(CN)(C3)C2
-1,-3,-3,-14,0,4,-1,-1,0,NS(=O)(=O)c1ccc(NC(=O)COC(=O)COc2ccc(Cl)cc2)cc1
-2,-1,0,-12,3,4,12,-3,11,CCCOc1ccc(C(=O)N2CCCC2C(=O)O)cc1 (stereo not drawn)
0,-4,20,-1,0,-3,10,0,5,N=c1sccn1CC(=O)Nc1ccc([N+](=O)[O-])cc1Cl
1,-6,11,0,-8,-3,1,0,1,O=C(CCCCCN1C(=O)c2cccc3cccc(c23)C1=O)NCc1ccco1
-1,1,-1,5,33,-6,3,-2,40,C#CCN1C(=O)C(O)(CC(=O)c2ccc(OC)c(OC)c2)c2ccccc21 (stereo not drawn)
.,.,8,-6,5,2,3,6,12,Cc1ccc(/C=N/NC(=O)CC2N=C(Cc3ccccc3)NNC2=O)cc1 (stereo not drawn)
0,1,15,1,3,-1,-5,-2,7,CN1C2CCC1CC(NC(=O)CSCc1ccc(Cl)cc1Cl)C2 (stereo not drawn)
